EBI2 antag: antagonists of human EBI2 receptor. P32249. EBI2 beta-arrestin recruitment, luminescence, 7a,25-OHC stimulated. inhibition, % at 5 µM. 0.81% of 360,000 active. AID 651636; in the data active means inhibition above about 38%;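 further: enzyme fragment complementation signal reports receptor beta-arrestin coupling in cells; 0% = agonist plus DMSO wells and 100% = wells without agonist; some results beyond the cut were filed as inactive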
Target sequence (P32249 whole entry, looked up, the tested form may be a part): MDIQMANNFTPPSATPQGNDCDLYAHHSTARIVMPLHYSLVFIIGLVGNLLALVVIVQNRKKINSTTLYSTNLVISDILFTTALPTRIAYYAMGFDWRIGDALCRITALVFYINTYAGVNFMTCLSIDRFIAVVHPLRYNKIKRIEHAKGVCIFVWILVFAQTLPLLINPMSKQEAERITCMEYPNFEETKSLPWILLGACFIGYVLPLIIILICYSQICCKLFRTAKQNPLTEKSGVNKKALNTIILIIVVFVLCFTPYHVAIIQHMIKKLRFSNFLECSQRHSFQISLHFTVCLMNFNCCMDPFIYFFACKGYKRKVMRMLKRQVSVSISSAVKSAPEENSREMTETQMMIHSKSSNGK
CCR6 antagonist: antagonists of human CCR6 receptor; P51684; CHO-K1 CCR6 PathHunter beta-arrestin, luminescence, CCL20-stimulated; inhibition, % at 20 µM; 0.49% of 340,000 active;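 active means compounds whose inhibition of the agonist-driven luminescence signal at 20 µM reaches about 50%, limit read from the data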;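 further: cells stimulated with CCL20 at 14 nM final; plate controls were DMSO with CCL20 for no effect and DMSO without agonist for full effect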
tim23-1 inh: tim23-1 yeast growth inhibition | 1.3% of 330,000 active | S. cerevisiae tim23-1 growth, BacTiter-Glo luminescence, 24 h | inhibition, % at 20 µM | AID 463212;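 active means growth inhibition of the mutant yeast at or above 50%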;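 further: temperature-sensitive mutant grown at 25 °C; plate controls were DMSO-treated mutant yeast for no effect and medium wells lacking yeast for full effect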
CHOP UPR activ: apoptotic UPR (CHOP) activation. CHO-CHOP luciferase reporter, luminescence; percent of tunicamycin response over DMSO baseline. activation, % at 10 µM. 0.34% of 330,000 active. AID 449763;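 active means at 10 µM dose, activation of 40% or more, normalized to positive control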;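 further: 100% = tunicamycin at 10 µg/mL and 0% = DMSO alone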
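System: CHO-CHOP luciferase reporter cell line | Buffer or medium: F12 medium containing 10% fetal bovine serum | Doses: One dose, 10 µM in 0.5% DMSO | Times: 6 h compound exposure at 37 °C after overnight seeding | Signal: Luciferase luminescence | Read-out: % activation vs tunicamycin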
APJ agonist: activates the human apelin receptor APJ | P35414 | CHO-K1 APJ PathHunter beta-arrestin, luminescence; 0% DMSO wells, 100% apelin | activation, % at 20 µM | 0.11% of 330,000 active | AID 2520;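 active means activation more than six SD over the plate average, tested at 20 µM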;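 further: 0% = DMSO alone and 100% = apelin-13 at 10 nM; some results filed as inactive read as strong as hits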
Target sequence (P35414 whole entry, looked up): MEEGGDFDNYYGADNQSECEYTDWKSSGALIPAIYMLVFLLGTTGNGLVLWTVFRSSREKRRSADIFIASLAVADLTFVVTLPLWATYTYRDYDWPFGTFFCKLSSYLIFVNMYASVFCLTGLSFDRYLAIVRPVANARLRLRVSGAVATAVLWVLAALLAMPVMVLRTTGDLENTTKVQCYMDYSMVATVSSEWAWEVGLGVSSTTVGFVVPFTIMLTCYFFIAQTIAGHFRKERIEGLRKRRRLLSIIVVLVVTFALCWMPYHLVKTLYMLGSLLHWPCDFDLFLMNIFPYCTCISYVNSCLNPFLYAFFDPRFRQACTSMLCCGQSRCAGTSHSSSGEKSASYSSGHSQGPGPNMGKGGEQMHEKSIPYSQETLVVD
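Material: engineered CHO-K1 APJ arrestin reporter cells; amount: 1000 CHO-K1 reporter cells seeded per well; incubation: compound stimulation 90 min at 25 °C, detection 60 min; signal: luminescent beta-gal fragment complementation, chemiluminescent substrate; read-out basis: APJ agonist activity; controls: DMSO-only wells as negative, 10 nM Apelin-13 as positive control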
Mdm2-MdmX inh: inhibitors of human Mdm2/MdmX interaction; O15151+Q00987; SaOS-2 split-luciferase Mdm2/MdmX complementation, luminescence; inhibition, % at 8 µM; 3% of 330,000 active;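 active means inhibition of at least 50% at 8 µM in the primary screen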
CXCR6 inh: inhibitors of human CXCR6 receptor; inhibition, % at 20 µM; O00574; CHO-K1 PathHunter CXCR6 beta-arrestin, luminescence; AID 602244; 0.36% of 360,000 active; in the data active means inhibition above about 34%, passing the limit was not always enough;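 further: antagonist mode with CXCL16 agonist at 10 nM final; 0% = 10 nM CXCL16 with DMSO and 100% = unstimulated wells without agonist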
Target sequence (O00574 whole entry, looked up): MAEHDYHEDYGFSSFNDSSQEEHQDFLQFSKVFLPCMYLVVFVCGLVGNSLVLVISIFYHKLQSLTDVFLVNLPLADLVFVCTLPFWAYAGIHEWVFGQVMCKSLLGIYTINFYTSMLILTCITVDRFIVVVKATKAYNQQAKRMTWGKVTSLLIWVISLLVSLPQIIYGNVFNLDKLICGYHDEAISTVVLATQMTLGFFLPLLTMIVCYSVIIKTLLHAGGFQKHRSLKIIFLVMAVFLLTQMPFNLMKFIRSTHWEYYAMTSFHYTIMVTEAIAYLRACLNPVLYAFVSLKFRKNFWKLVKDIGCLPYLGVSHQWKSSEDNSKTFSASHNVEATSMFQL
APJ antagonist: antagonists of human APJ apelin receptor; P35414; CHO-K1 APJ beta-arrestin complementation, luminescence; 0.32% of 330,000 active; AID 2521; inhibition, % at 20 µM;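 active means inhibition above about 40% at 20 µM, limit read from the data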;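 further: cells challenged with 10 nM apelin-13 agonist together with compound; plate controls were apelin-13 plus DMSO wells for no effect and DMSO wells lacking apelin-13 for full effect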
XBP1 UPR activ: activators of adaptive arm of unfolded protein response (XBP1) | activation, % at 20 µM | AID 463104 | CHO-XBP1 luciferase reporter, IRE1-XBP1 UPR activation, luminescence; percent of tunicamycin response, DMSO as zero | 0.33% of 330,000 active;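 active means versus positive control, 20 µM dose yields 30% or more activation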;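 further: 100% = tunicamycin at 10 µg/mL and 0% = DMSO only wells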
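Material: CHO cell line with stable XBP1 luciferase reporter; schedule: 16-18 h cell attachment at 37 °C, then 6 h compound exposure; signal: glow luminescence from Steady-Glo reagent; medium: serum-containing F12 medium, 10% FBS; benchmarks: tunicamycin 10 µg/mL and vehicle-only wells; read-out: percent activation relative to tunicamycin reference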
* marks the source's active call; other numbers are inactive results; nt = no result given. A portion of the library; rates above refer to the full screens.

Results follow in this order: EBI2 antag	CCR6 antagonist	tim23-1 inh	CHOP UPR activ	APJ agonist	Mdm2-MdmX inh	CXCR6 inh	APJ antagonist	XBP1 UPR activ
- Cc1ccc(NC(=O)c2cccc(NC(=O)CCC(=O)O)c2)cc1C
  3	7	18	3.8	2	-14	10	4	-2
- Cc1ccc(Cc2nnc(SCC(=O)Nc3ccccc3)[nH]c2=O)cc1
  -8	1	16	0.8	-4	17	3	8	2
- COc1cc2nc(N3CCNCC3)nc(N)c2cc1OC
  0	13	-67	-1.7	2	23	0	-28	2
- CCCn1c(SCC(=O)N2CCCC2=O)nc2ccccc2c1=O
  11	14	14	3.5	5	8	-5	18	0
- Cc1c(N=Cc2cc(Br)cc(Br)c2O)cccc1C(=O)O
  -22	24	83*	-1.6	-3	33	18	4	-6
- CCCCCn1c(CN2CCN(c3cccc(Cl)c3)CC2)nc2c1c(=O)n(C)c(=O)n2C
  10	28	28	-0.1	-2	17	4	24	-2
- CCOC(=O)CCc1c(C)c2ccc(OCC(=O)N3CCOCC3)c(C)c2oc1=O
  -9	5	18	1.1	-1	11	-2	-24	1
- CCOC(=O)c1cnc2c(C(F)(F)F)cccc2c1N1CCOCC1
  -1	-2	9	-0.7	0	6	10	-2	1
- COC(=O)C1N[C@@H]([C@@H](NC(=O)COc2ccccc2)C(=O)NC2CC2)SC1(C)C (some centres not stated)
  -14	-5	13	-1.3	2	-4	-6	20	2
- O=c1[nH]c(=S)[nH]c2[nH]c(=S)[nH]c12
  nt	nt	6	3.0	-2	-19	nt	-9	-1
- CN(C)/C=C/C(=O)c1cc(N2CCOCC2)ccc1[N+](=O)[O-]
  -5	0	8	-0.2	-5	-11	4	-10	2
- Cc1ccccc1N=C1NC(=O)/C(=C/c2cccnc2)S1
  7	3	35	1.0	-4	9	1	-2	0
- CCNC(=S)N(Cc1cc2cccc(C)c2[nH]c1=O)C1CCCC1
  -1	3	12	3.1	-2	5	6	-9	1
- Cc1ccc2nc(N3CCOCC3)c3nncn3c2c1
  -1	2	-13	1.3	-2	14	-3	0	0
- CCSc1nnc([C@@H]2CCCN2C(=O)OC(C)(C)C)o1
  -5	1	-2	1.6	-3	11	-3	5	0
- N#Cc1c(-c2c(Cl)cccc2Cl)noc1/C=C/Nc1ccc(C(=O)O)cc1
  1	15	12	-0.2	-2	38	3	21	1
- O=C(NNC(=O)c1ccc(Cl)cc1Cl)c1cccs1
  -4	-10	3	4.1	-2	-54	4	-13	-1
- O=C(O)c1ccccc1SCc1ccc2c(c1)OCO2
  -7	-2	5	1.3	-1	-24	-12	5	0
- Cc1cc(=O)n(CNC(=O)c2ccccc2)c(=S)[nH]1
  -4	11	-12	-0.6	4	-7	-8	0	-5
- CC(C)(C)OC(=O)N1CCC(C(N)=O)CC1
  0	-11	-3	1.9	5	-1	-2	9	-5
- CS(=O)(=O)N(CC(=O)NCc1ccco1)c1ccc2c(c1)OCO2
  -8	-11	-1	-0.9	0	14	4	-15	-1
- CC(C)(O)c1cc2ccc(C#Cc3ccsc3)cc2c(=O)o1
  2	8	60*	4.6	0	-17	-5	9	13
- O=C(/C=C/Nc1ccccc1F)c1cccs1
  5	15	32	-4.9	-3	-165	-2	12	-4
- CC1CCN(CCCCOc2cccc(C(C)C)c2)CC1
  -7	17	2	-3.5	1	-3	0	-3	-1
- Cc1cccc(N(C(=O)c2snc(C(N)=O)c2N)C(C(=O)NC2CCCC2)c2ccco2)c1 (configuration not stated)
  18	5	8	2.2	-1	16	9	10	-1
- CC(C)(CC(=O)O)CC(=O)Nc1ccc(Cl)c(Cl)c1
  -4	3	15	2.1	-4	26	-18	9	-4
- CCOC(=O)N1CCN(C(=O)COc2ccc(Cl)cc2)CC1
  83*	2	2	-0.6	3	-8	1	12	-3
- COc1ccc(OC)c(C2C(C(=O)c3cccs3)=C(O)C(=O)N2c2cc(C)on2)c1 (configuration not stated)
  2	28	8	-1.1	-3	1	-1	-6	-2
- Cc1ccc2nc(Cl)c(CN(C(=O)c3cnccn3)C3CCCCC3)cc2c1
  7	15	39	-1.2	0	30	7	3	-3
- O=c1c(O)c(-c2ccccc2)oc2cc(O)cc(O)c12
  6	9	58*	2.5	-8	43	8	-3	7
- O=C(NC1CCN(S(=O)(=O)c2cccc([N+](=O)[O-])c2)CC1)C1CCCCC1
  -12	-3	-3	-0.3	-2	-14	9	-5	-4
- Fc1ccc(NC(=S)NCCN2CCOCC2)c(F)c1F
  -9	1	6	-0.2	-4	-19	-3	0	1
- O=C(O)CSc1cccc2cccc(C(=O)O)c12
  -4	0	12	0.4	-3	8	-3	10	0
- Cc1cccc(NC(=O)[C@@H]2CCCN2C(=O)OC(C)(C)C)c1
  4	-3	8	-0.1	-2	21	-14	0	-2
- Cc1ccc(Oc2ccc(OCC(=O)NC3CCS(=O)(=O)C3)cc2)cc1 (configuration not stated)
  2	1	17	0.9	-1	16	-2	-7	-1
- Brc1cccc(/C=N/Nc2nc(N3CCCCC3)nc(N3CCCCC3)n2)c1
  nt	nt	12	-2.7	-1	-5	nt	2	0
- CN(C)C(CNS(=O)(=O)c1ccc(F)cc1)c1cccnc1 (configuration not stated)
  -2	4	-6	-0.3	-6	15	1	-5	-1
- CCN(C[C@H]1N[C@@](CC)(C(=O)OC)[C@H]2C(=O)N(C)C(=O)[C@@H]12)C(=O)COC
  -9	-1	1	2.5	-3	13	7	11	-2
- CCOC(=O)[C@H]1[C@H]2COc3ccccc3[C@@H]2N2C(=O)CN(Cc3ccc(C)cc3)C(=O)[C@@]12C
  -1	11	33	0.2	-2	4	0	8	-3
- Cc1cc(N)n2nc(C)c(-c3ccc(Cl)cc3)c2n1
  1	-8	63*	0.8	-1	29	12	-11	5
- O=C(c1cc2c(s1)-c1ccccc1S(=O)(=O)C2)N1CCN(Cc2ccccc2)CC1
  11	10	3	-0.3	2	35	-13	-48	-3
- COc1ccc2oc(C(=O)N3CCN(C/C=C/c4ccccc4)CC3)c(C)c2c1
  46*	6	39	0.0	3	21	5	3	0
- CC(C)NC(=O)/C(C#N)=C/c1cccc(NC(=O)c2ccccc2Cl)c1
  -13	6	78*	4.3	5	24	2	1	0
- O=C(COc1ccc([N+](=O)[O-])cc1)Nc1ccncc1
  -4	7	8	0.1	2	-1	15	3	-2
- CCOC(=O)c1cn(-c2ccccc2CO)c2c(F)c(F)c(F)cc2c1=O
  -9	-5	-5	1.0	-1	40	-11	12	-3
- CCCCC(=O)Nc1ccc(C(=O)N2CCN(c3ccccc3OC)CC2)cc1
  -7	3	22	-1.2	-4	-22	-7	10	0
- Cc1ccc(Oc2ccc3c(c2)C(=O)N(c2ccc(S(=O)(=O)Nc4nccs4)cc2)C3=O)cc1
  -3	7	-6	4.5	-4	14	29	32	0
- CNC(=O)NC(=O)CSc1nnc(-c2ccc(F)cc2)n1CC1CCCO1 (configuration not stated)
  -5	4	-3	0.3	-5	-1	4	19	-3
- O=C(NC(=S)Nc1ccccc1N1CCOCC1)c1cccs1
  -11	9	59*	-3.0	-4	6	2	-8	-1
- CSc1ccc(C(=O)C2CCCN(C(=O)c3ccc4c(c3)OCO4)C2)cc1 (configuration not stated)
  5	13	33	1.1	3	3	-3	2	-4

(next part)
Results follow in this order: EBI2 antag	CCR6 antagonist	tim23-1 inh	CHOP UPR activ	APJ agonist	Mdm2-MdmX inh	CXCR6 inh	APJ antagonist	XBP1 UPR activ
- CCC(=O)c1ccc(CCCCCC(=O)O)s1
  4	-9	1	-0.1	0	1	-4	-12	-1
- Cc1c(NC(=O)/C(C#N)=C/c2ccc(-c3cc(Cl)ccc3Cl)o2)c(=O)n(-c2ccccc2)n1C
  23	10	17	1.0	7	12	20	-21	-1
- COc1ccc(NC(=O)CSCC(=O)Nc2cc(Cl)ccc2N2CCOCC2)cc1
  2	11	26	-0.1	6	15	2	9	-1
- O=c1c(-c2nn[nH]n2)coc2ccc(Cl)cc12
  -1	-4	10	0.5	-1	-10	4	12	-1
- COC(=O)c1ccc(N2Cc3ccccc3/C2=N\C(=O)Nc2ccccc2)cc1
  4	14	5	1.9	-2	2	-2	-12	-1
- O=C(Cc1ccccc1)NCc1n[nH]c(=S)n1-c1ccccc1
  -3	-4	7	-0.1	7	10	-10	-16	-1
- O=C1/C(=C/c2ccccc2)SC(=S)N1CCCC(=O)N1CCCCC1CCO (configuration not stated)
  21	12	42	0.7	6	85*	-6	1	0
- CN(c1ccccc1)S(=O)(=O)c1cccc(NC(=O)c2cc(=O)c3ccccc3o2)c1
  -13	-13	4	7.3	12*	31	2	-10	2
- CC(C)[C@H](NC(=O)NCCc1ccc(F)cc1)C(=O)O
  2	-3	5	1.0	0	10	-6	12	1
- OC[C@H]1O[C@@H](O[C@@H]2[C@@H](CO)O[C@@](O)(CO)[C@H]2O)[C@H](O)[C@@H](O)[C@H]1O
  -7	3	20	0.5	-1	-27	-10	1	-8
- COc1ccc(S(=O)(=O)N(C)C[C@H]2Oc3ccc(NC(=O)NC(C)C)cc3C(=O)N([C@H](C)CO)C[C@@H]2C)cc1
  -1	5	7	1.6	-1	-3	-10	12	-1
- O/N=C1/CCc2cccc3cccc1c23
  -9	-4	-5	-2.0	-7	37	-8	1	-2
- COc1ccc(-c2nc3n(c2Br)CCC3)cc1
  -1	-14	24	2.2	-9	-64	-8	9	4
- N#Cc1ccc(OCC(O)CS(=O)(=O)c2ccccc2)cc1 (configuration not stated)
  -1	12	5	2.0	-4	-14	-9	-4	-2
- Cc1ccc(N2CC(C(=O)NC3CCC(C)CC3)CC2=O)cc1 (configuration not stated)
  23	3	8	-0.7	-4	3	-9	4	-5
- Cc1ccnc2nc(C(=O)OCC(=O)NC(=O)NCc3ccco3)nn12
  -1	-14	6	-0.9	-2	6	-6	4	-4
- O=C(O)c1ccccc1
  2	9	-15	0.7	-3	8	-10	-8	-3
- Cc1cc(C)cc(OCc2ccc(C(=O)NN)o2)c1
  -7	-13	16	-0.2	2	23	-3	-10	-1
- CC(=O)c1cccc(S(=O)(=O)NCCC(=O)O)c1
  -4	-2	4	0.3	2	15	6	-15	-3
- CSc1ncc(CN2CCC(C(=O)Nc3cccc(-c4cscn4)c3)CC2)cn1
  4	1	-3	-0.7	4	10	-1	-8	-4

Whole records from above:
Cc1ccc(Oc2ccc3c(c2)C(=O)N(c2ccc(S(=O)(=O)Nc4nccs4)cc2)C3=O)cc1 is listed as EBI2 antag = -3; CCR6 antagonist = 7; tim23-1 inh = -6; CHOP UPR activ = 4.5; APJ agonist = -4; Mdm2-MdmX inh = 14; CXCR6 inh = 29; APJ antagonist = 32; XBP1 UPR activ = 0
COc1ccc(-c2nc3n(c2Br)CCC3)cc1 is listed as EBI2 antag = -1; CCR6 antagonist = -14; tim23-1 inh = 24; CHOP UPR activ = 2.2; APJ agonist = -9; Mdm2-MdmX inh = -64; CXCR6 inh = -8; APJ antagonist = 9; XBP1 UPR activ = 4
